D2 antagonist – antagonizes the human D2 dopamine receptor | inhibition, % at 10 µM | HEK293 TREx D2 cells, calcium flux, dopamine EC80 | 2% of 340,000 active | AID 485344; in the data active = inhibition above about 30%; also: 0% is about no effect
Target sequence (P14416 whole entry, looked up): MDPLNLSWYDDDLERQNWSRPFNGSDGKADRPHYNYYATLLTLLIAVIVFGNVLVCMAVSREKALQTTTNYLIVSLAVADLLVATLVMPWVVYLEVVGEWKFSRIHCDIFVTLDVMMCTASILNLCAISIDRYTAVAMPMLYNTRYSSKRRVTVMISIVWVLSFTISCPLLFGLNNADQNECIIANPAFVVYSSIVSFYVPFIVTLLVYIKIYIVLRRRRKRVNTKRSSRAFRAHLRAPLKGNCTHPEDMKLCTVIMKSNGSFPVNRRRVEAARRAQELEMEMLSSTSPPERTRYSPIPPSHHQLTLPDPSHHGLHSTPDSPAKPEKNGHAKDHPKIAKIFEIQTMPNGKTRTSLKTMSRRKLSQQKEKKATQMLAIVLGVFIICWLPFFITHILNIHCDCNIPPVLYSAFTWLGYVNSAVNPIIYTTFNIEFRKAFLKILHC
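Cells plated overnight at 30 C with tetracycline; no-wash calcium dye, 30–90 min RT; 10 s baseline; compound pinned; 180 s read; EC80 dopamine added; another 180 s read.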
Glioma ERSR ind – inducers of ER stress response in human glioma cells; U87-MG GRP78 promoter luciferase reporter, 16 h; Potency, µM, inactives show top-dose activation, hits mostly activators; 0.02% of 420,000 active; also: potency is read from the fitted curve at half-maximal effect; series mostly up to about 76 µM; % of control where 0% means no effect; nearly all actives have a fitted effect of over 35% in size
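ERSR induction read as luciferase luminescence (Bright-Glo, 10 min at room temperature) in stably transfected human U87-MG glioma cells exposed to compounds for 16 h, using GRP78 as sensor.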
LDHA block – LDHA (human) enzyme inhibition | 0.15% of 480,000 active | P00338 | AID 1347041 | purified LDHA, NADH/diaphorase-resazurin fluorescence; hits give low values | activity change, % (values are at about 110 or 230 µM); in the data active = activity change below about -30%; inconclusive = mostly about -25% to -30%;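 also: plate controls were DMSO wells for no effect and wells without enzyme for full effect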
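Enzyme activity of human lactate dehydrogenase 5 (2 nM; 0.06 mM NADH, 0.2 mM pyruvate, 5 min, RT) is measured via a resazurin/diaphorase fluorescence readout of residual NADH.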
ERG-DNA inh – inhibitors of human ERG Ets domain-DNA interaction. AID 624246. Potency, µM (doses to about 76.9 µM), for inactives: at the top dose FP activity, negative = inhibition, most hits filed as inhibitors. 0.028% of 370,000 active. fluorescence polarization, His-ERG Ets domain / labelled DNA. P11308; active = well fitted inhibition curve with a large enough effect in the polarisation, with a control signal flat; inconclusive = small, poorly fitted or top-dose-only effect, or effect the other way, or a change in a side signal; inactive = no such curve, though single readings can be large or run the other way; the % refers to the polarisation;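 also: polarization taken with two DNA probes labelled with fluorescein and Texas red; potency is read from the fitted curve at half-maximal effect; % of control where 0% means no effect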
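His-tagged ERG Ets domain (1 uM in the protein solution; 300mM KCl, 50mM Tris-HCl, 1mM EDTA, 1mM DTT, pH 7.5) received compound, then a probe mix of 5 nM fluorescein-DNA and 100nM Texas-615-DNA. Fluorescence polarization was read for both dyes.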
RGS4 inh – human RGS4 inhibition; Transcreener GDP fluorescence polarization, RGS4-accelerated GTP hydrolysis; P49798; 0.039% of 390,000 active; AID 504845; Potency, µM (titrated, usually from 114 µM), inactives show top-dose activity change, negative = inhibition, most hits filed as inhibitors; also: potency is read from the fitted curve at half-maximal effect; % is scaled to controls: 0 for no effect and ±100 for the full control effect; nearly all actives have a fitted effect of over 75% in size; some results filed as inactive show a strong effect at the top dose
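MLSMR compounds (23 nl, pin-transferred) preincubated 10 min at room temperature with a 500nM (2x) first reagent, then RGS4 at 900nM (2x) plus Transcreener GDP mix added; fluorescence polarization (620/688 nm) read before and after 90 min at 30 °C.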
Vif-A3F inh – Vif-A3F binding inhibition. HeLa A3F-eYFP + Vif (tagged APOBEC3F with the HIV-1 protein that degrades it), YFP fluorescence increase. Potency, µM (highest dose often 46.1 µM), without a hit: top-dose activity, negative = active. 0.2% of 390,000 active. AID 602313; also: potency is read from the fitted curve at half-maximal effect; % of control where 0% means no effect; nearly all actives have a fitted effect of over 65% in size
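HeLa cells stably expressing A3F-eYFP plus Vif, plated and incubated overnight at 37 deg C, then exposed to compounds overnight at 37 deg C. Blocked degradation read as raised yellow fluorescence (Ex 488/Em 500-530).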
Vif-A3G inh – inhibitors of Vif-APOBEC3G interaction. Q9HC16. HeLa A3G-eYFP + Vif (tagged APOBEC3G with the HIV-1 protein that degrades it), YFP fluorescence, overnight. Potency, µM (series often up to 46.1 µM), inactives show at the top dose activity, negative = active, hits mostly inhibitors. 0.076% of 410,000 active. AID 602310;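 also: potency is read from the fitted curve at half-maximal effect; % is scaled to controls: 0 for no effect and ±100 for the full control effect; nearly all actives have a fitted effect of over 60% in size; hits raise eYFP signal because A3G escapes Vif-driven loss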
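HeLa cells stably expressing Vif and C-terminally eYFP-tagged A3G, seeded overnight at 37 deg C, then exposed to compound by pintool overnight at 37 deg C. Rise in yellow fluorescence (Ex 488/Em 500-530, Acumen) marks blocked Vif-driven A3G degradation.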
12-LOX inh – ALOX12 (human) lipoxygenase inhibition; P18054; purified 12hLO, xylenol orange hydroperoxide absorbance; Potency, µM (titrated, usually from 108 µM), for the others: at the top dose activity change, negative = inhibition, hits mostly inhibitors; 1.1% of 580,000 active; AID 1671190; also: potency is read from the fitted curve at half-maximal effect; % is scaled to controls: 0 for no effect and ±100 for the full control effect
Target sequence (P18054 whole entry, looked up): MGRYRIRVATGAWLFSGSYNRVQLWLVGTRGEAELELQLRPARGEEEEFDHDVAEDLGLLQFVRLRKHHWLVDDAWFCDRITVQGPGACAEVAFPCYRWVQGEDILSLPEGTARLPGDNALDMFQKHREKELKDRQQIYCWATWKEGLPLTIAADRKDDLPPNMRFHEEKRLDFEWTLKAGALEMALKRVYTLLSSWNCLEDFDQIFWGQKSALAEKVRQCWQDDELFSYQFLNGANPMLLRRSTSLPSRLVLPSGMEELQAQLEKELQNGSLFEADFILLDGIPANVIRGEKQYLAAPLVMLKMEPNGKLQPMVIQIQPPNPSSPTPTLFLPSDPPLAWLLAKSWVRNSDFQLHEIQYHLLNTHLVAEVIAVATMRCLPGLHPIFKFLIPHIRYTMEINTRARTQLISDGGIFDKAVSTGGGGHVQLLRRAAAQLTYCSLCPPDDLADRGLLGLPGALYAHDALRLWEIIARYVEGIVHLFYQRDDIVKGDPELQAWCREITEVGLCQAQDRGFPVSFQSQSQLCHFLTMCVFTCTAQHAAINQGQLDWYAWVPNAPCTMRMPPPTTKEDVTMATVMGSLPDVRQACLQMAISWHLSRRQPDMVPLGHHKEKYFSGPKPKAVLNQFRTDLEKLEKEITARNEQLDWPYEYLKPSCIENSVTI
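Purified human 12hLO (150 nM final) in 25 mM Hepes, 0.01% Triton X-100, pH 7.0 was preincubated 15 min at room temperature with compound. Then 40 uM arachidonic acid was added, 30 min. Hydroperoxide was read by Fe-XO absorbance ratio 573/405 nm.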
D2 agonist – agonists of human D2 dopamine receptor. 0.53% of 340,000 active. HEK293 T-REx D2 cells, calcium flux agonist mode. AID 485358. activation, % at 2 µM;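 active = activation over 3 SD above normal in the single-dose calcium agonist read, cut at about 30% in these data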; also: 0% is about no effect
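Agonism scored from kinetic calcium signal (1 read/sec, 180 s) following compound pin transfer, after a 10 s baseline. Cells: HEK293 Trex line expressing inducible D2 receptor coupled to calcium, dye-loaded after overnight culture at 30 C.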
* hit, by the source's call; ? = inconclusive; / = no result given; & = joins results of further samples; [ ] = remark or other dose. Unless noted, calls follow the shape of the dose curve; as a rule, active = well fitted curve in the direction sought with a large enough effect; inconclusive = small, poorly fitted or top-dose-only effect, or another doubt; inactive = no such curve, though single readings can be large; an effect the other way counts as inactive or inconclusive.

cpd	SMILES	D2 antagonist	Glioma ERSR ind	LDHA block	ERG-DNA inh	RGS4 inh
1	CC(C)(C)OC(=O)C[C@H]1C/C=C\C[C@H](CC(=O)N(CCO)Cc2ccccc2)C(=O)N[C@@H](c2ccccc2)COC1=O	/	-5%	-6	-21%	11%
2	O=C(CCCN1C(=O)/C(=C/c2cccc(Br)c2)SC1=S)N1CCOCC1	0	4%	-5	12%	11%
3	O=C1CCc2cc(S(=O)(=O)N3CCN(c4cccc(C(F)(F)F)c4)CC3)ccc2N1	-1	-7%	1	0%	-14%
4	O=C(O)c1ccc(N/N=C2/CCSc3ccc(F)cc32)cc1	-2	-5%	-4	-5%	-5%
5	CC1CCCC(C)N1/N=C/c1ccc(C#N)cc1 (stereo not drawn)	-4	2%	1	-7%	-5%
6	COC(=O)CSc1nc2ccccc2c(=O)n1C	6	-7%	2	-2%	-18%
7	Cc1ccc(N2CCN(c3cc(C)nc4c(-c5ccc(Cl)cc5)c(C)nn34)CC2C)cc1 (stereo not drawn)	/	-4%	-10	5%	-1%
8	CCOc1ccc(C(O)(CCC(C)C)C(CN2CCOCC2)c2ccccc2)cc1 (stereo not drawn)	3	-3%	7	0%	3%[56.9 µM]
9	CC(C)[C@H](NC(=O)N1CC(=O)Nc2ccccc21)C(=O)N1CCC(C(=O)O)CC1	1	-1%	0	-2%	23%[11.4 µM]
10	CC(=O)N(Cc1ccccc1)c1ccc(C(=O)O)cc1	11	-4%	-4	4%	18%
11	Cc1ccc(S(=O)(=O)NC(C(=O)N2CCN(S(=O)(=O)c3cccc(F)c3)CC2)C(C)C)cc1 (stereo not drawn)	8	-5%	-3	0%	-21%
12	Cc1ccc(CNC(=O)CCc2c(C)nn(-c3ccc(N4CCOCC4)nn3)c2C)cc1	9	-3%&-2%	-1&-1	-9%&-1%	-22%&-17%
13	CCOC(=O)N1CCN(C(=O)C(CC(C)C)NS(=O)(=O)c2ccc(C)cc2)CC1 (stereo not drawn)	-10	-4%	-6	-2%	-4%
14	NS(=O)(=O)c1ccc(CCNC(=O)c2ccc3ccccc3n2)cc1	1	2%	-5	-1%	-17%
15	O=S(=O)(c1ccccc1)N1CCC(c2ccccc2)CC1	0	-6%	-6	-8%	-1%

cpd	Vif-A3F inh	Vif-A3G inh	12-LOX inh	D2 agonist
1	2%	-2%	-3%	/
2	15%	8%	?	-2.6
3	-8%	-6%	7%	0.0
4	2%	1%	?	-1.5
5	-17%	-6%	-1%	0.0
6	-2%	-1%	0%	0.7
7	7%	0%	-28%	0.1
8	-25%	-12%	?	0.8
9	-6%	5%	0%	0.5
10	-6%	1%	0%[57.4 µM]	0.3
11	-21%	2%	-8%	-0.3
12	6%&-3%	-5%&1%	0%&-2%	1.1&0.5
13	-4%	0%	0%	-0.1
14	-9%	-2%	6%	-0.3
15	1%	-2%	4%	-0.6

Brought forward from above: two entries, then new ones.
cpd	SMILES	D2 antagonist	Glioma ERSR ind	LDHA block	ERG-DNA inh	RGS4 inh
14	NS(=O)(=O)c1ccc(CCNC(=O)c2ccc3ccccc3n2)cc1	1	2%	-5	-1%	-17%
15	O=S(=O)(c1ccccc1)N1CCC(c2ccccc2)CC1	0	-6%	-6	-8%	-1%
16	O=C(COc1ccc(Cl)cc1)Nc1nnc(S(=O)(=O)N2CCc3ccccc32)s1	/	-3%	-5	-3%	0%
17	Cn1c(-c2ccccc2F)cc2onc(-c3ccccc3)c2c1=O	-17	-7%	-16	1%	17%
18	COC(=O)c1cc2c(ccn2-c2ccc(F)cc2)n1Cc1cccc(OC)c1	9	-6%	1	-2%	-10%
19	Cc1nn2c(=O)cc(CSCC(=O)Nc3ccccc3F)nc2s1	19	-4%	-4	4%	7%
20	c1ccc2c3c(cc(N4CCOCC4)c2c1)OC1(N2CCOCC2)CCCCC1O3 (stereo not drawn)	12	-2%	23	/	-13%
21	FC(F)(F)c1nc2ccccc2n1CCNc1nc(CN2CCCCC2)cs1	-16	-2%	0	7%	17%
22	O=C(COc1ccc(Cl)cc1Cl)NC1CC1	/	-2%	-11	/	/
23	COC(=O)c1ccc(CN(c2ccc(OC)cc2)S(=O)(=O)c2ccccc2)cc1	/	-4%	0	-4%	-13%
24	CCNC(=O)C1CCCN(C(=O)c2cccc(OC(F)(F)F)c2)CC1 (stereo not drawn)	/	0%	-4	/	/
25	Cc1ccc(N(Cc2ccco2)C(=O)c2cccc(S(=O)(=O)N(C)C)c2)cc1	2	5%	-2	0%	-4%
26	S=C1NCN(Cc2ccco2)CN1CCc1ccccc1	4	1%	0	-3%	-1%
27	NC(=O)c1ccccc1N1CCCCC1	-33	-6%	2	-15%	-3%
28	Cc1cc(C)c(NC(=O)NC2CCCCC2)c(C)c1	-19	-2%	-8	4%	-11%
29	COc1ccc(CCNC(=O)COC(=O)C2CC2)cc1OC	/	-3%	-8	-14%	-25%
30	O=C(O)c1ccc2cc[nH]c2c1	13	-1%	-3	2%	17%

cpd	Vif-A3F inh	Vif-A3G inh	12-LOX inh	D2 agonist
14	-9%	-2%	6%	-0.3
15	1%	-2%	4%	-0.6
16	-1%	-4%	0%	0.5
17	1%	5%	-4%	0.9
18	-4%	-3%	-27%	1.4
19	1%	3%	0%	0.7
20	0%	-9%	2%	0.2
21	-1%	-1%	-2%	0.5
22	2%	0%	0%	/
23	7%	-8%	7%	/
24	/	4%	-21%	/
25	-10%	0%	-10%	-0.3
26	-2%	1%	10%	-0.8
27	-5%	0%	0%	-0.2
28	-15%	0%	-14%	0.9
29	2%	3%	7%	/
30	1%	3%	-22%	0.2

Four of the entries above in order of the 12-LOX inh value, ascending:
| item | Compound | D2 antagonist | Glioma ERSR ind | LDHA block | ERG-DNA inh | RGS4 inh | Vif-A3F inh | 12-LOX inh |
| --- | --- | --- | --- | --- | --- | --- | --- | --- |
| 25 | Cc1ccc(N(Cc2ccco2)C(=O)c2cccc(S(=O)(=O)N(C)C)c2)cc1 | 2 | 5% | -2 | 0% | -4% | -10% | -10% |
| 17 | Cn1c(-c2ccccc2F)cc2onc(-c3ccccc3)c2c1=O | -17 | -7% | -16 | 1% | 17% | 1% | -4% |
| 22 | O=C(COc1ccc(Cl)cc1Cl)NC1CC1 | / | -2% | -11 | / | / | 2% | 0% |
| 20 | c1ccc2c3c(cc(N4CCOCC4)c2c1)OC1(N2CCOCC2)CCCCC1O3 (stereo not drawn) | 12 | -2% | 23 | / | -13% | 0% | 2% |

Next part
cpd	SMILES	D2 antagonist	Glioma ERSR ind	LDHA block	ERG-DNA inh	RGS4 inh
31	COc1ccc(NC(=O)C2(C)Cc3c(-c4cccc(C(N)=O)c4)ccnc3O2)cc1 (stereo not drawn)	/	-7%	-10	/	/
32	COCc1c(C(=O)OC)nnn1-c1ccc(C(F)(F)F)cc1[N+](=O)[O-]	2	-2%	4	-6%	?
33	CCCCCCCCCCn1c2c(c(=N)c3c1CCC3)CCC2	2	-14%	-2	5%	?
34	CCc1ccc2c(c1)-c1ccccc1S(=O)(=O)N2CC(=O)N1CCCCC1	/	2%	-3	5%	11%
35	Cc1nc(-c2ccc(C(=O)NCCO)cc2)cs1	-2	5%	-6	3%	-2%
36	COc1ccc2c(C)cc(SCC(=O)N3CCOCC3)nc2c1	0	0%	7&0	3%	-28%
37	O=C1CC(c2nc(-c3ccc(Cl)cc3)no2)CN1c1ccc2c(c1)OCCO2 (stereo not drawn)	/	-3%	-5	-5%	0%
38	COc1ccc(CNS(=O)(=O)c2ccc(-c3cc(C)no3)cc2)cc1	0	1%	-10	-7%	39%
39	COc1ccc(C(=O)CCC(C)(C)[N+](=O)[O-])cc1	-25	3%	-1	3%	2%
40	O=C(/C=C/c1ccco1)NCC1(c2ccccc2)CCCC1	-3	-6%	1	11%	-22%
41	COc1ccc(NS(=O)(=O)CC23CCC(CC2=O)C3(C)C)cc1 (stereo not drawn)	3	-1%	-5	-2%	16%
42	COc1ccc(CC2C(=O)OC(C)(C)OC2=O)c(Cl)c1OC	9	-3%	-6	-20%	-11%[56.9 µM]
43	CCNS(=O)(=O)c1ccc(CCC(=O)Nc2cc(Cl)ccc2Oc2ccccc2)cc1	0	-5%	5	-4%	-21%
44	Cc1ccc(S(=O)(=O)N2CC3(O)CN(C(=O)OC(C)C)N(C(=O)OC(C)C)CC3(OC(=O)NCc3ccccc3F)C2)cc1 (stereo not drawn)	/	-2%	4	/	/
45	Cc1ccccc1Cn1nc(C)c(NC(=O)c2cc(CC(C)C)on2)c1C	-5	-1%&-3%	2&-5	6%&-4%	-20%&4%
46	Cc1cc(C)n(-c2nnc(C)n2NS(=O)(=O)c2ccc(F)cc2)n1	-11	-4%	-14	/	34%
47	CSc1nsc(SCC(=O)Nc2ccc(C(C)=O)cc2)n1	-18	8%	4	3%	-28%

cpd	Vif-A3F inh	Vif-A3G inh	12-LOX inh	D2 agonist
31	/	?	13%	/
32	3%	1%	3%	-0.5
33	-23%	-7%	?	0.8
34	-13%	-2%	-15%	-1.4
35	-1%	0%	16%	-0.4
36	25µM*	?	?	5.4
37	3%	-3%	-30%	1.1
38	-6%	2%	-24%	0.9
39	9%	1%	-3%	-2.0
40	-3%	0%	?	-1.9
41	-2%	1%	-9%	0.0
42	-30%	2%	0%	-0.7
43	0%	2%	17%	-0.1
44	-3%	-7%	?	/
45	2%&-4%	-2%&6%	2%&-24%	-1.8&-0.7
46	-10%	0%	-15%[57.4 µM]	0.6
47	-16%	3%	2%	-0.1

Source: PubChem BioAssay (National Center for Advancing Translational Sciences (NCATS))

A portion of the library, so the mix of outcomes need not match the whole.
